Source: PubChem BioAssay
Diaph act CS: diaphorase activation or chemical reduction counter-screen; Diaphorase/resazurin coupled assay, resorufin fluorescence, 16 min; stronger effect = higher value; 1 = vehicle wells, 0 = NADH-free wells; activation factor at 20 µM; actives 0.005% (n = 190,000); AID 1229;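 active means diaphorase activity raised at least twofold by the compound at 20 µM; inactive means activation factor below 2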
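Assay system: bacterial diaphorase enzyme (C. kluyveri) / Input: enzyme 0.07 U/mL final / Medium: 50 mM HEPES pH 7.4 with 4.542 mM MgCl2, 0.005% Tween 20 / Doses: single compound dose of 20 µM, 1% DMSO final / Incubation: 16 min enzyme reaction, ambient temperature / Signal: fluorescence, excitation 544 nm and emission 590 nm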
APP transl inh: APP translation inhibition. SH-SY5Y APP 5'UTR-luciferase reporter, luminescence. inhibition, % at 2 µM. actives 0.82% (n = 190,000). AID 1285;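 active means inhibition above a set limit, derived from the sample mean plus 3 SD, cut at about 45% in these data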; further: values of inactives mirror those of a sister screen read the other way
STAT1 activator: increases IFN-gamma driven STAT1 reporter signal; NIH 3T3 STAT1-luciferase reporter, luminescence; 100% = IFN-gamma alone, no compound; activation (% of control), % at 5.5 µM; actives 2.6% (n = 200,000);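 active means activation above the screen-wide mean activation plus 3 SD, cut at about 130% in these data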;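 further: raw ratio to IFN-gamma control signal so 100% means no change and 0% no light; values of inactives mirror those of a sister screen read the other way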
STAT1 inh: STAT1 signaling inhibition. inhibition, % at 5.5 µM. actives 0.35% (n = 200,000). NIH 3T3 STAT1-luciferase reporter, IFN-gamma, luminescence;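 active means inhibition above a set limit, the mean inhibition across all tested compounds plus 3 SD, cut at about 34% in these data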;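 further: 0% = IFN-gamma with DMSO and 100% = IFN-gamma with 300 µM nifuroxazide; values of inactives mirror those of a sister screen read the other way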
TLR4 MyD88 comp: inhibitors of human TLR4-MyD88 binding | O00206+Q99836 | HeLa CL3-4 TLR4/MyD88 BLA complementation, FRET ratio | inhibition, % at 8.4 µM | actives 0.18% (n = 200,000) | AID 861; in the data active means inhibition above about 25%;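 further: 0% = vehicle and 100% = reference inhibitor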
Target sequence (O00206 whole entry, looked up): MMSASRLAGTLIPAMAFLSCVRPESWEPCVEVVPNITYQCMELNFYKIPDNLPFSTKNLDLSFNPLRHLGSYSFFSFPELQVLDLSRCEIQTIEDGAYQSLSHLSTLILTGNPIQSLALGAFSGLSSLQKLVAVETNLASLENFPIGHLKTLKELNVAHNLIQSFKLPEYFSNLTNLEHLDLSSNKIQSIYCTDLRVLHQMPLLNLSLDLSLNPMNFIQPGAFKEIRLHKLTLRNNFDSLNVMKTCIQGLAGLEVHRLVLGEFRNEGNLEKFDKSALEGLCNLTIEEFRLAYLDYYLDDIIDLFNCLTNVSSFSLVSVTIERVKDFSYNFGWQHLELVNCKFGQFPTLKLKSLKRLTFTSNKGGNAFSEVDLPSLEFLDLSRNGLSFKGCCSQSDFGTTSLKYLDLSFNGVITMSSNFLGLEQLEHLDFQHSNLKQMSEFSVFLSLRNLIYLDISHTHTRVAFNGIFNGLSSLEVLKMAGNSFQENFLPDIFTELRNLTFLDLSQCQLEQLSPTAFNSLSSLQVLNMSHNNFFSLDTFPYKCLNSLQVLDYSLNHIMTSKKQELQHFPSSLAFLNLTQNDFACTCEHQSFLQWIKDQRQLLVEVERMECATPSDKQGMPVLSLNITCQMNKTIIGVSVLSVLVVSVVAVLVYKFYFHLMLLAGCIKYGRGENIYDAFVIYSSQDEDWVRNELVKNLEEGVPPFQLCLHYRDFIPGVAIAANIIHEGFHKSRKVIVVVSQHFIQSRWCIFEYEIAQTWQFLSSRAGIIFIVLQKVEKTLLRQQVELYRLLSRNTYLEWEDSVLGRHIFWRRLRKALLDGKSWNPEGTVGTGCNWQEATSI
Target sequence (Q99836 whole entry, looked up): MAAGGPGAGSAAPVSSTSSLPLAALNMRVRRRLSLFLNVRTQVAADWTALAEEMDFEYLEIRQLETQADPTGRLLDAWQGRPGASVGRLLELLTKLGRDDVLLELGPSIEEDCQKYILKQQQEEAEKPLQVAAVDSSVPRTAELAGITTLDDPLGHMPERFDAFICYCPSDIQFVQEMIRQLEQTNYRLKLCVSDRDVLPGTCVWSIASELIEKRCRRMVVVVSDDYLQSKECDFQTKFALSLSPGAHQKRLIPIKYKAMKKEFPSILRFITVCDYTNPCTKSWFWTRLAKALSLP
Hsp70 act: Hsp70 transcriptional activation, primary screen. actives 0.04% (n = 200,000). activation, % at 10 µM. AID 1203. HeLa Hsp70 promoter luciferase reporter, luminescence; scaled: vehicle 0, proteasome-inhibitor control 100%;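 active means activation above the mean across all tested compounds plus 3 SD, cutoff set per campaign, cut at about 5.5% in these data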;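 further: 100% = MG132 at 30 µM as the positive control and 0% = DMSO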
STAT3 blocker: STAT3 signaling inhibition | inhibition, % at 5.5 µM | actives 0.89% (n = 190,000) | AID 862 | U3A cells, IL-6 STAT3-luciferase reporter, luminescence; host cell line lacks STAT1;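 active means inhibition above the mean inhibition across all screened compounds plus 3 SD, cut at about 44% in these data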;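 further: 0% = DMSO only wells and 100% = 100 µM nifuroxazide control wells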
G6PDH counter: counter-screen for G6PDH assay hits: L. mesenteroides G6PDH inhibition | actives 0.12% (n = 200,000) | Purified L. mesenteroides G6PDH, diaphorase/resazurin coupled fluorescence, 45 min | inhibition, % at 5 µM; in the data active means inhibition above about 50%
Diaphorase inh: inhibits diaphorase or chemically oxidizes, flagging diaphorase assay artifacts. diaphorase resazurin-to-resorufin fluorescence, NADH, 16 min; bacterial (C. kluyveri) enzyme, not human. inhibition, % at 20 µM. actives 0.69% (n = 190,000). AID 1217;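 active means primary screen inhibition at 20 µM above a set limit, cut at about 50% in these data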;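 further: plate controls were DMSO with full reaction for no effect and wells lacking NADH for full effect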
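Assay system: diaphorase enzyme from Clostridium kluyveri; Input: enzyme working solution with 0.14 U/mL diaphorase; Timing: 16 min at room temperature; Technique: resorufin fluorescence, excitation 544 nm, emission 590 nm; Benchmarks: positive control minus NADH, DMSO neutral control.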
STAT3 activator: activators of IL-6 induced STAT3 signaling; activation (% of control), % at 5.6 µM; U3A cells, IL-6 STAT3-luciferase reporter, luminescence; 100% = signal with IL-6 EC80 alone; AID 871; actives 0.91% (n = 190,000);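 active means activation above the screen-wide mean of compound activation plus 3 SD, cut at about 130% in these data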;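 further: 0% = background luminescence of wells with medium and substrate only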
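Test system: STAT3-luciferase reporter U3A cells; Detection: reporter luminescence signal; Times: 1 h compound pre-exposure, 6 h IL-6 stimulation, 37 °C; Benchmarks: IL-6-only high control; Also added: IL-6 stimulus at 33 ng/mL final.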
The depositor's hits bear a star; · = not tested or not shown.

SMILES	Diaph act CS	APP transl inh	STAT1 activator	STAT1 inh	TLR4 MyD88 comp	Hsp70 act	STAT3 blocker	G6PDH counter	Diaphorase inh	STAT3 activator
Cc1cc(NC(=O)c2cc(-c3cccs3)on2)no1	1	-10	110	-11	10	0.1	12	4	-2	94
Cc1ccc(NC(=O)C2CCCN2C(=O)NCc2ccccc2)cc1 (centres undefined)	0.9	-2	86	13	-17	-0.2	18	9	8	90
Cc1cc(C(=O)CSc2nnc(-c3ccccc3)n2-c2ccccc2)c(C)n1-c1ncn[nH]1	0.9	5	99	1	-12	-0.5	4	5	9	101
FC(F)(F)c1cc(-c2ccco2)nc(NCc2cccnc2)n1	1	-6	101	-1	5	-0.4	-10	11	3	112
COC(=O)C1=C(C)N(c2ccc(F)cc2)/C(=C/c2ccc(O)cc2)C1=O	0.9	-7	102	-4	3	-0.2	8	2	14	98
c1ccc(C(c2ccccc2)N2CCN(Cc3nnnn3C3CCCC3)CC2)cc1	0.8	-18	95	6	-14	-0.4	0	9	18	103
Cc1nn(C)c(C)c1CN(C)C(=O)c1cnn2c1NC(c1ccccc1)CC2C(F)(F)F (centres undefined)	1	-11	95	5	2	0.0	8	10	2	97
CC(=O)Oc1ccc(C(=O)Nc2ccccc2C(=O)NCC(C)C)cc1	0.8	-11	102	-3	0	-0.4	8	-2	22	97
COC(=O)c1cc(NC(=S)N2CCN(c3ccccn3)CC2)cc(C(=O)OC)c1	0.8	-15	93	7	-8	0.0	1	8	15	105
O=c1cc(C(F)(F)F)nc(-c2cccnc2)[nH]1	1.1	5	97	4	1	0.1	14	12	-12	95
CNC(=O)CSc1nc2nn(-c3ccccc3)c(=O)c-2c2n1CCCCC2	0.8	-2	97	3	9	0.0	23	13	16	89
O=c1[nH]c(N2CCCCC2)nc2c1CCCC2	0.9	-4	108	-9	10	-0.2	2	-11	10	101
COc1ccc(/C=C(\C#N)C(=O)OCCNC(=O)c2ccncc2)cc1	0.9	-1	98	2	-15	-0.3	-4	4	14	103
Cc1ccc(S(=O)(=O)CC(C)N2CCN(C3CCCCC3)CC2)cc1 (centres undefined)	1	7	109	-9	-2	-0.2	-2	6	4	104
COc1cccc(C2C(C#N)=C(N)Oc3cc(C)n(Cc4ccccn4)c(=O)c32)c1OC (centres undefined)	0.9	-17	100	-1	1	-0.4	3	2	5	106

Results in STAT1 inh, STAT3 blocker and TLR4 MyD88 comp, for some of the entries so far:
canonical_smiles,STAT1 inh,STAT3 blocker,TLR4 MyD88 comp
CNC(=O)CSc1nc2nn(-c3ccccc3)c(=O)c-2c2n1CCCCC2,3,23,9
FC(F)(F)c1cc(-c2ccco2)nc(NCc2cccnc2)n1,-1,-10,5
O=c1[nH]c(N2CCCCC2)nc2c1CCCC2,-9,2,10
COc1ccc(/C=C(\C#N)C(=O)OCCNC(=O)c2ccncc2)cc1,2,-4,-15

(further entries)
SMILES	Diaph act CS	APP transl inh	STAT1 activator	STAT1 inh	TLR4 MyD88 comp	Hsp70 act	STAT3 blocker	G6PDH counter	Diaphorase inh	STAT3 activator
OCCC1CN(Cc2nc3ccccc3s2)CCN1CCc1ccccc1 (centres undefined)	0.9	-2	95	4	-7	0.0	-5	2	8	109
CC1CN(CC(O)COC(c2ccc(Cl)cc2)c2ccc(Cl)cc2)CC(C)O1 (centres undefined)	0.9	-3	102	-3	-2	-0.5	-10	1	9	104
N=C(c1cccc([N+](=O)[O-])c1)N1CCCCC1	·	-13	105	-5	-1	-0.3	8	10	·	98
CCOC(=O)c1c(-c2ccccc2)oc2ccc(OC)cc12	1	22	102	-2	-2	0.5	6	5	0	96
CC1CCCC(NC(=O)COC(=O)CN2C(=O)C3CCCCC3C2=O)C1C (centres undefined)	1	66*	102	-2	-9	-0.3	3	2	3	102
CN(C)/C=C(/C#N)C(=O)c1cccc(Oc2ccc(C(C)(C)C)cc2)c1	0.8	-5	104	-3	-2	-0.1	-8	1	18	107
CCOc1ccc(NC(=O)c2ccc(-n3cccn3)nc2)cc1	1	-4	96	4	-1	0.3	12	3	-1	92
N#CC1=C(N)Oc2cc(O)ccc2C1C1CCCCC1 (centres undefined)	0.8	-15	98	2	-2	0.1	15	3	20	91
Cc1cc(=O)n2[nH]c(-c3ccc(Cl)cc3)cc2n1	0.8	-24	143*	-47	12	0.1	-4	22	22	107
CCCc1cc(=O)n2c(nc3ccccc32)[nH]1	1	-60	112	-14	1	2.3	6	-11	3	97
O=C(c1ccccc1)N(Cc1cccnc1)C1(C(=O)Nc2ccccc2)CCCCC1	1	3	96	5	9	-0.1	14	-5	-1	88
O=C(Cc1ncc(C(F)(F)F)cc1Cl)NC1CC1	1.1	8	98	1	-1	-0.2	2	-1	-6	100
O=C(CN1CCN(c2ccc(F)cc2)CC1)Nc1cccc(C(F)(F)F)c1	0.9	-22	104	-5	-4	0.1	3	-4	9	99
CC1CN(C(=O)Nc2ccccc2)c2ccccc2-[n+]2ccsc21 (centres undefined)	0.9	-8	99	1	-19	-0.3	4	-6	8	101
Cc1csc(SCc2nc3sc4c(c3c(=O)[nH]2)CCC4)n1	0.8	-4	104	-4	-1	-0.4	22	3	15	84
O=c1cc(CN2CCN(C/C=C/c3ccccc3)CC2)c2cc(O)c(-c3ccccc3)cc2o1	1	18	94	6	4	-0.3	3	-2	-4	101
c1ccc(CNc2nc3ccccc3n2CCN2CCOCC2)nc1	0.9	-10	90	11	-2	-0.1	4	11	14	98
COc1cc(NC(=O)CN(c2cc(C)cc(C)c2)S(=O)(=O)c2c(C)noc2C)cc(OC)c1	0.8	4	101	-1	-10	-0.3	0	-22	19	104
CC(=O)Nc1ccc(OC(=O)c2cc3cc(Br)ccc3oc2=O)cc1	0.9	-4	103	-3	-2	-0.5	4	11	5	94
Cc1ccc2nc(SCC(=O)Nc3cccc(S(=O)(=O)N(C)C)c3)[nH]c2c1	0.8	-9	96	5	8	-0.2	-1	-8	19	103
Cc1csc(NC(=O)CSc2ncnc3c2cnn3-c2ccccc2Cl)n1	0.9	12	94	6	19	-0.2	29	-12	12	80
Cc1ccccc1Nc1nc(CSc2nnnn2-c2ccccc2)cs1	0.8	-9	93	8	-12	-0.3	2	-8	16	98
Cc1nc2ccc(C(=O)O)cc2nc1C	0.9	-9	105	-6	9	-0.3	-10	-7	5	107
NNC(=O)COc1cccc2cccnc12	1	-8	103	-7	8	-0.4	6	0	0	98
CCCCC(=O)Nc1ccc(Br)cc1C(=O)O	1	-14	100	0	2	-0.4	-4	-2	4	108
Cn1c(Sc2ccc(C(=O)O)cc2[N+](=O)[O-])nnc1-c1ccccc1	0.9	7	107	-7	5	0.0	-3	7	5	102
Cc1ccc(C(=O)N2CCN(c3ccccn3)CC2)cc1[N+](=O)[O-]	1	-8	95	4	-20	-0.1	18	2	0	90
CCN(CC)c1ccc(/C=C2\C(=O)N(c3ccc([N+](=O)[O-])cc3)N=C2N2CCOCC2)cc1	·	-5	106	-4	3	-0.3	-2	·	·	103
CCOCCCNC(=S)Nc1ccc2nc3n(c(=O)c2c1)CCCCC3	1	-3	96	4	-7	-0.4	3	-3	4	101
N#CC1=C2SC=C(c3ccc(Br)cc3)N2CCCC1=O	0.8	-176	157*	-64	-8	0.0	13	-4	22	91
CC1CCC2C(=O)N(c3ccccc3OC(=O)c3ccccc3)C(=O)C2C1 (centres undefined)	0.9	-8	96	5	-3	0.5	44*	-2	13	65
COc1ccc(-n2nc3cc(C)c(NC(=O)CC(C)C)cc3n2)cc1	1	-37	99	0	1	0.1	6	-4	0	99
CCCCC(CCC(=O)Nc1ccc(C(=O)OCC)cc1)C(=O)O (centres undefined)	0.9	-9	104	-4	8	0.4	0	-1	11	103
CCN(CC)c1ccc(NC(=O)c2cnc3ccccn3c2=O)c(C)c1	0.8	14	105	-4	-1	-0.3	22	4	20	86
Cn1c(=O)n(Cc2ccccc2)c(=O)c2c1nc1n2CCS1	0.9	6	94	7	4	-0.2	8	2	8	99
CCOC(=O)CSc1nnc(-c2cccs2)n1-c1ccccc1	0.9	9	112	-8	3	-0.1	-2	7	14	103
Cc1cc(NC(=O)C2CCCN2C(=O)Nc2c(C)cccc2C)ccc1-n1cnnn1 (centres undefined)	1	8	110	-4	-1	-0.2	-1	2	4	103
COc1ccc2c(c1)[nH]c1c(N3CCN(Cc4ccc5c(c4)OCO5)CC3)ncnc12	1	3	71	32	-1	-0.1	77*	1	4	40
O=C(O)C1CCCN(C(=O)NCc2ccccc2)C1 (centres undefined)	0.8	-4	92	9	2	1.3	-5	7	22	108
O=C(c1ccc2c(c1)N(Cc1ccccc1)C(=O)c1ccccc1S2)N1CCCC1	0.9	-13	53	52*	7	0.0	15	4	10	96
Cc1ccc(C)c(NC(=O)CSc2nc3c(oc4ccccc43)c(=O)n2-c2ccccc2)c1	0.8	-5	101	-1	10	-0.3	-2	-17	17	97
CC(C)(C)c1ccc(/C([O-])=C(/C(=S)NCc2ccco2)[n+]2ccccc2)cc1	0.8	·	101	-1	2	-0.2	5	4	15	95
O=c1cc(N2CCN(c3cccc(Cl)c3)CC2)[nH]c(=O)n1C1CCCCC1	1	-2	102	-2	2	-0.3	14	10	3	90
CN1CCN(C(c2cccnc2)c2ccc3cccnc3c2O)CC1 (centres undefined)	0.7	5	91	10	-10	-0.3	7	47	33	98
O=C(NCCc1cccs1)c1ccc(Cl)c(Cl)c1	0.8	-63	159*	-62	-5	0.0	3	14	24	98

3 of the entries above in order of the Diaphorase inh value, smallest number first:
structure | Diaphorase inh
O=C(Cc1ncc(C(F)(F)F)cc1Cl)NC1CC1 | -6
Cc1cc(NC(=O)c2cc(-c3cccs3)on2)no1 | -2
CCOC(=O)c1c(-c2ccccc2)oc2ccc(OC)cc12 | 0

(list continues)
SMILES	Diaph act CS	APP transl inh	STAT1 activator	STAT1 inh	TLR4 MyD88 comp	Hsp70 act	STAT3 blocker	G6PDH counter	Diaphorase inh	STAT3 activator
CCc1nnc(NC(=O)CSc2ccc(-c3nc4ccc(C)cc4[nH]3)cn2)s1	1.1	-138	115	-16	-5	-0.3	0	-20	-12	100
COc1ccccc1Cn1nnc2c(=O)[nH]c(C3CCN(C(=O)c4ccccc4Cl)CC3)nc21	0.8	6	96	5	3	0.0	0	13	17	105
O=C(/C=C/c1ccccc1Cl)NC(=S)Nc1ccccc1C(=O)NC1CCCCC1	1.1	-9	118	-20	-5	-0.3	6	5	-10	102
COc1ccc(OC)c(NC(=O)C2C3C=CC(C3)C2C(=O)NCc2cccnc2)c1 (centres undefined)	0.9	3	106	-6	11	0.1	12	4	10	96
O=C(OCc1cccc([N+](=O)[O-])c1)c1cnccn1	1	-2	106	-9	0	-0.2	10	8	2	95
CCn1ncc(/C=N/NC(=O)c2cc(Cl)ccc2OC)c1C	1	-50	100	0	0	0.1	3	5	1	97
